KOR beta-arrestin-1 – kappa opioid receptor blockers – cell-based, luminescence, uHTS (AID 1778). KOR beta-arrestin recruitment, luminescence, antagonist mode; higher % means a stronger effect. one-dose inhibition, % at 10 µM; IC50 in µM for titrated hits. 290,000 compounds, 0.091% hits; in the data active means inhibition above about 50%; further: strong numbers were not always called active
NS5 inhibitors – flavivirus cap methylation enzyme inhibition – biochemical, confirmation dose response, primary screen (AID 588689); Dengue-2 NS5 methyltransferase capping enzyme assay, biochemical; higher % means a stronger effect; inhibition, % at 25 µM, or IC50 in µM where a hit was titrated; 340,000 compounds, 0.3% hits; in the data active means a potency from the dose series; inconclusive means inhibition above about 29% without an active follow-up result
NOD1 NF-kB reporter – NOD1 signaling inhibitors, primary screen, cell-based, luminescence, uHTS (AID 1578); inhibition, % at 4 µM, or EC50 in µM where a hit was titrated; 290,000 compounds, 1% hits; NOD1-driven NF-kB luciferase reporter cells, luminescence; higher % means a stronger effect; in the data active means inhibition mostly above about 36%, no sharp cut-off; inactive means mostly below about 34%;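 further: HEK-293T reporter cells stimulated with the NOD1 agonist gamma-tri-DAP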
GPR55 LPI antagonism – GPR55 antagonists blocking LPI-driven arrestin recruitment, primary screen, imaging, U2OS, beta-arrestin-GFP, LPI agonist (AID 2013); U2OS GPR55 beta-arrestin-GFP translocation imaging, LPI antagonism; higher % means a stronger effect; one-dose inhibition, % at 10 µM; IC50 in µM for titrated hits; 290,000 compounds, 0.13% hits;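 active means spots per cell inhibited over 60%, with over 100 cells counted and total cytoplasm intensity under 500,000; inconclusive means wells with under 100 cells, flagged as likely toxic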;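 further: U2OS cells stably carrying GPR55 and arrestin-GFP stimulated by 5 µM LPI near EC80; imaged beta-arrestin-GFP aggregate spots per cell after agonist stimulation; plate controls were LPI-stimulated DMSO wells for no effect and DMSO wells without LPI for full effect; some results filed as inactive read as strong as hits; confirmed hits need IC50 under 10 µM and bright autofluorescent wells are also inconclusive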
KOR beta-arrestin-2 – kappa opioid receptor activators – cell-based, luminescence, uHTS, primary screen (AID 1777) | KOR beta-arrestin recruitment, luminescence; higher % means a stronger effect | one-dose activation, % at 10 µM; EC50 in µM for titrated hits | 280,000 compounds, 0.02% hits; in the data active means activation above about 50%, passing the limit was not always enough; further: a part of the inactive calls stands beside numbers as strong as those of hits
GPR55 beta-arrestin – selective activators of receptor GPR55 – imaging, U2OS cells, beta-arrestin-GFP redistribution, primary screen (AID 1961); U2OS GPR55 beta-arrestin-GFP redistribution imaging; higher % means a stronger effect; activation, % at 10 µM; hits with a dose series show EC50 in µM; 290,000 compounds, 0.048% hits;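 active means activation above 40% with more than 50 cells counted in the well; inconclusive means wells holding fewer than 50 cells, flagged as toxic or sparse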;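 further: U2OS osteosarcoma cells stably expressing GPR55 and beta-arrestin-GFP; plate controls were DMSO negative control for no effect and LPI positive control for full effect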
GPR35 arrestin U2OS – inhibition of zaprinast-stimulated GPR35 beta-arrestin translocation – imaging, U2OS, beta-arrestin-GFP, zaprinast agonist, primary screen (AID 2058). 290,000 compounds, 0.052% hits. inhibition, % at 10 µM; hits with a dose series show IC50 in µM. U2OS GPR35 beta-arrestin-GFP translocation imaging, zaprinast antagonism; higher % means a stronger effect;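 active means inhibition of at least 50% with at least 30 cells and total cytoplasm GFP at most 10,000,000; inconclusive means under 30 cells or total GFP of 10,000,000 plus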
HIV peptide binding – cell-free HIV fusion peptide-binding blockers – biochemical, uHTS, fluorescence dequenching, primary screen (AID 1986). cell-free peptide binding, fluorescence dequenching, 30 min; higher % means a stronger effect. one-dose inhibition, % at 20 µM; IC50 in µM for titrated hits. 290,000 compounds, 0.3% hits; in the data active means inhibition mostly above about 52%, no sharp cut-off; inactive means mostly below about 76%; further: some results filed as inactive read as strong as hits
West Nile virus CPE – West Nile virus antiviral activity, cell-based, CPE readout (AID 1621). CPE inhibition, % at 10 µM; hits with a dose series show IC50 in µM. 290,000 compounds, 0.02% hits. West Nile virus-infected cells, CPE inhibition; higher % means a stronger effect; in the data active means a potency from the dose series; inconclusive means CPE inhibition mostly from about 3.7% at the one dose, without a potency; inactive means the rest, 99 in 100 with CPE inhibition below about 2.2%; further: strong numbers were not always called active
NS5 inhibitors pilot replicate – further read-out of NS5 inhibitors, marked with its call; inhibition, %; measured here: pilot screen replicate inhibition
Numbers without * were called inactive; ? = inconclusive; . = no result given; [ ] = dose if it differs, or a comment. Some of the compounds tested; count on the stated rates, not on these rows.

SMILES	KOR beta-arrestin-1	NS5 inhibitors	NOD1 NF-kB reporter	GPR55 LPI antagonism	KOR beta-arrestin-2	GPR55 beta-arrestin	GPR35 arrestin U2OS	HIV peptide binding	West Nile virus CPE	others
CN(Cc1ccccc1)C(NC(=O)c1ccccc1)C(Cl)(Cl)Cl (centres undefined)	-7%	-9%	24%	0%	-1.4%	0.3%	19%	-0.7%	-0.1%
C/C(=N/NC(=O)CC(=O)N/N=C(\C)c1ccc([N+](=O)[O-])cc1)c1ccc([N+](=O)[O-])cc1	8%	8%	5%	6%	-2.1%	-0.2%	8%	-3.4%	-0.3%
CCOc1ccc(C(=O)Nc2ccc(NC(=S)NC(=O)CC)cc2)cc1Cl	12%	-3%	-18%	4%	-3.0%	-0.3%	-8%	-0.7%	-0.3%
O=C(CCNS(=O)(=O)c1ccccc1)N1CCOCC1	-25%	0%	-20%	15%	5.5%	-0.1%	1%	1.1%	0.1%
O=C(c1ccccc1)N1CCN(CC2CC=CCC2)CC1 (centres undefined)	9%	3%	-13%	1%	-4.8%	0.0%	3%	1.1%	0.2%
Cc1nc2ccc(NC(=O)N3CCSCC3)cc2nc1C	-1%	3%	-27%	6%	-0.4%	0.0%	9%	0.1%	0.0%
CCOC(=O)C1(CCCc2ccccc2)CCN(C(=O)C(C)n2cncn2)CC1 (centres undefined)	-15%	-11%	6%	6%	4.7%	0.1%	-8%	-0.4%	-1.1%
COc1ccc(-n2nc(C(=O)NCC(=O)N3CCCCCC3)c3ccccc3c2=O)cc1OC	-10%	-7%	-21%	9%	-0.6%	-0.2%	-8%	0.7%	0.2%
O=C(NNC(=O)C1CCCO1)c1ccccc1Cl (centres undefined)	30%	-1%	-24%	-11%	-2.7%	-0.4%	-7%	-1.8%	0.1%
Cn1c(SCc2ccccc2Cl)nc2ccccc21	12%	2%	-98%	-6%	-4.5%	-0.2%	8%	-2.7%	0.0%
COc1ccc(S(=O)(=O)CCC(=O)Nc2c(C)n(C)n(-c3ccccc3)c2=O)cc1	-12%	-10%	.	-7%	3.1%	-0.1%	3%	-1.4%	0.1%
O=C(NNC1CC(=O)N(c2ccc(F)cc2)C1=O)c1cccnc1 (centres undefined)	14%	-7%	0%	6%	2.8%	-0.3%	-6%	-1.8%	-0.3%
N#C/C(=C\c1ccc(-c2ccc(C(=O)O)cc2)o1)C(=O)Nc1ccc(F)cc1	-27%	-12%	-4%	21%	9.8%	0.3%	-10%	20%	3.0%
Cc1coc(C)c1C(=O)CC1(O)C(=O)N(CCc2ccccc2)c2ccccc21 (centres undefined)	-42%	-1%	23%	10%	0.6%	-0.1%	15%	6.1%	0.1%	NS5 inhibitors pilot replicate=-5.2
COC(=O)C(CC(=O)O)NCc1ccco1 (centres undefined)	9%	-2%	-11%	9%	5.7%	0.1%	4%	-0.1%	0.2%
Cc1nc(N)nc(Cl)c1Cc1ccc(Cl)cc1	-34%	2%	-20%	3%	0.7%	0.0%	14%	2.1%	1.5%
O=C(CSc1ccc(-c2cccnc2)nn1)Nc1ccccc1	-32%	5%	0%	17%	5.8%	0.3%	-2%	2.6%	-0.5%
CCOC(=O)Nc1cc(C)ccc1OC	-67%	-1%	15%	-1%	2.9%	0.0%	16%	0.1%	-0.8%
CCc1ccc(Nc2n[n+](-c3ccccc3)c(-c3cc(OC)c(OC)cc3Br)s2)cc1	-65%[20 µM]	-1%	31%	30%	-2.2%	.	-14%	-0.2%	-1.2%
O=C(O)CSCc1nc2ccccc2s1	3%	-4%	-27%	19%	3.1%	-0.2%	-7%	0.8%	1.1%
Cc1ccc(C(=O)CSc2nnc(-c3ccncc3)n2C)cc1	-17%	.	-24%	-3%	-3.5%	0.1%	2%	0.6%	-0.4%
Cc1cc(C(C)(C)C)cc(C)c1Cn1c2[n+](c3ccc(C(F)(F)F)cc31)CCCCC2	-30%	-23%	2%	3%	6.9%	0.5%	0%	0.3%	-0.5%
CCOc1cc(N2CCOCC2)c(OCC)cc1NC(=O)c1oc2ccccc2c1C	-11%	-2%	-14%	9%	-4.7%	-0.3%	10%	-1.3%	0.1%
O=C(Cc1cccs1)N=Nc1c(O)[nH]c2ccccc12	-23%	5%	-4%	-3%	-0.1%	0.3%	16%	-1.9%	0.3%
COCCCNC(=O)COc1ccc(S(=O)(=O)Nc2ccccc2)cc1	27%	-2%	-17%	7%	-2.3%	-0.1%	4%	-1.6%	0.0%

Remaining list, next part.
SMILES	KOR beta-arrestin-1	NS5 inhibitors	NOD1 NF-kB reporter	GPR55 LPI antagonism	KOR beta-arrestin-2	GPR55 beta-arrestin	GPR35 arrestin U2OS	HIV peptide binding	West Nile virus CPE	others
Cn1ccsc1=NC(=O)c1ccccc1F	14%	-15%	-34%	6%	-2.7%	-0.2%	3%	-1.1%	-0.4%
COc1ccc(NC(=O)c2cccnc2)cc1	-22%[20 µM]	.	-9%	0%	-0.5%	0.1%	-6%	2.5%	0.0%
CCC(C(=O)NC1CCCCCC1)n1nc(C)n2c(cc3occc32)c1=O (centres undefined)	2%	-2%	-57%	-14%	3.1%	-0.1%	-21%	-0.7%	0.5%
CC(=O)n1c(C=Nc2ccc(Cl)cc2)c(O)c2ccccc21	-11%	?	-14%	13%	-0.9%	-0.1%	-4%	-1.3%	0.9%
O=C(NCC1CCCO1)C1CCN(C(=O)c2ccc(Br)cc2)CC1 (centres undefined)	22%	2%	-10%	8%	-4.0%	0.0%	15%	-1.0%	-0.1%
Cc1nn(CC(=O)NCCN2CCOCC2)c(=O)c2cc3sccc3n12	15%	8%	-26%	15%	-2.4%	0.3%	6%	-0.7%	0.3%
N=C(N)c1ccc(OCCCCCOc2ccc(C(=N)N)cc2)cc1	-4%	3%	-28%	16%	-2.4%	0.4%	-20%	0.1%	0.1%
Cc1ccc(-c2csc(NC(=O)C[n+]3cc(-c4ccc(C)cc4)n4c3CCC4)n2)cc1	0%	-12%	-2%	-1%	.	-0.3%	-8%	-0.4%	-0.3%
O=C(NCc1ccc(Cl)cc1)c1ccc(OCC2CCCO2)cc1 (centres undefined)	24%	-5%	-6%	10%	1.0%	-0.3%	0%	8.3%	-0.2%
CC1CCCC(NC(=O)Cn2cc3c(n2)CCCCC3)C1C (centres undefined)	13%	-3%	5%	-7%	2.0%	-0.1%	2%	0.6%	0.2%
Cc1cc(C)c2[nH]c3nc(SCC(=O)O)nnc3c2c1	-8%[20 µM]	4%	-24%	18%	.	-0.1%	2%	0.2%	0.1%
Cc1nc2ccccc2c2c1CC(C)S2 (centres undefined)	9%	-9%	3%	10%	6.5%	0.3%	0%	1.1%	0.1%
Cc1cc2ccccn2c1C(=O)Nc1ccccc1	1%	15%	-29%	7%	-1.6%	-0.1%	0%	-2.3%	-0.2%
COc1ccc(OC)c(NC(=O)COC(=O)Cc2ccc(-c3ccccc3)cc2)c1	-10%	0%	-18%	2%	-0.1%	-0.1%	-9%	3.0%	-0.4%
Nc1nc(SCC(=O)Nc2cc(S(=O)(=O)N3CCOCC3)ccc2Cl)n[nH]1	12%	-8%	-23%	13%	-1.2%	0.4%	2%	0.9%	0.0%
CN(Cc1ccccc1)C(=O)CSc1cc(=O)n(C)c2ccccc12	-4%	-3%	-27%	6%	6.3%	-0.3%	-3%	0.3%	-0.1%
Cc1cccc(NS(=O)(=O)c2cc(C(=O)N3CCCCCC3)ccc2C)c1	2%	7%	10%	4%	2.8%	-0.1%	-2%	-1.3%	-1.6%
COc1ccc(NC(=O)C(=O)NCC(=O)Nc2cccc(C(F)(F)F)c2)cc1	-15%[20 µM]	-12%	-35%	14%	-4.0%	-0.1%	15%	4.6%	-0.1%
Cc1ccc(S(=O)(=O)Nc2cc(Cl)c(O)c3ncccc23)cc1	-2%	59%	13%	6%	5.2%	-0.1%	-3%	4.2%	1.4%
COc1ccc(N2CCN(C(=O)c3cc4ccccc4o3)CC2)cc1	-14%	-6%	3%	0%	4.2%	-0.1%	-13%	-0.4%	-0.2%

Random excerpt: two entries already listed.
SMILES	KOR beta-arrestin-1	NS5 inhibitors	NOD1 NF-kB reporter	GPR55 LPI antagonism	KOR beta-arrestin-2	GPR55 beta-arrestin	GPR35 arrestin U2OS	HIV peptide binding	West Nile virus CPE	others
Cc1nn(CC(=O)NCCN2CCOCC2)c(=O)c2cc3sccc3n12	15%	8%	-26%	15%	-2.4%	0.3%	6%	-0.7%	0.3%
CCC(C(=O)NC1CCCCCC1)n1nc(C)n2c(cc3occc32)c1=O (centres undefined)	2%	-2%	-57%	-14%	3.1%	-0.1%	-21%	-0.7%	0.5%

Filtered by structure: the entries above with an aryl thioether with sulfur outside any ring (6)
SMILES	KOR beta-arrestin-1	NS5 inhibitors	NOD1 NF-kB reporter	GPR55 LPI antagonism	KOR beta-arrestin-2	GPR55 beta-arrestin	GPR35 arrestin U2OS	HIV peptide binding	West Nile virus CPE	others
Cn1c(SCc2ccccc2Cl)nc2ccccc21	12%	2%	-98%	-6%	-4.5%	-0.2%	8%	-2.7%	0.0%
O=C(CSc1ccc(-c2cccnc2)nn1)Nc1ccccc1	-32%	5%	0%	17%	5.8%	0.3%	-2%	2.6%	-0.5%
Cc1ccc(C(=O)CSc2nnc(-c3ccncc3)n2C)cc1	-17%	.	-24%	-3%	-3.5%	0.1%	2%	0.6%	-0.4%
Cc1cc(C)c2[nH]c3nc(SCC(=O)O)nnc3c2c1	-8%[20 µM]	4%	-24%	18%	.	-0.1%	2%	0.2%	0.1%
Nc1nc(SCC(=O)Nc2cc(S(=O)(=O)N3CCOCC3)ccc2Cl)n[nH]1	12%	-8%	-23%	13%	-1.2%	0.4%	2%	0.9%	0.0%
CN(Cc1ccccc1)C(=O)CSc1cc(=O)n(C)c2ccccc12	-4%	-3%	-27%	6%	6.3%	-0.3%	-3%	0.3%	-0.1%

Screening data: PubChem, several laboratories
